# Screening data from PubChem BioAssay.
# MITF primary: inhibitors of human MITF | O75030 | AlphaScreen MITF homodimerization, bead proximity signal | inhibition, % at 2.6 µM | 650,000 compounds, 0.91% hits | AID 1259374; in the data active means inhibition above about 50%;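 further: 0% = vehicle wells with protein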
# Target sequence (O75030 whole entry, looked up): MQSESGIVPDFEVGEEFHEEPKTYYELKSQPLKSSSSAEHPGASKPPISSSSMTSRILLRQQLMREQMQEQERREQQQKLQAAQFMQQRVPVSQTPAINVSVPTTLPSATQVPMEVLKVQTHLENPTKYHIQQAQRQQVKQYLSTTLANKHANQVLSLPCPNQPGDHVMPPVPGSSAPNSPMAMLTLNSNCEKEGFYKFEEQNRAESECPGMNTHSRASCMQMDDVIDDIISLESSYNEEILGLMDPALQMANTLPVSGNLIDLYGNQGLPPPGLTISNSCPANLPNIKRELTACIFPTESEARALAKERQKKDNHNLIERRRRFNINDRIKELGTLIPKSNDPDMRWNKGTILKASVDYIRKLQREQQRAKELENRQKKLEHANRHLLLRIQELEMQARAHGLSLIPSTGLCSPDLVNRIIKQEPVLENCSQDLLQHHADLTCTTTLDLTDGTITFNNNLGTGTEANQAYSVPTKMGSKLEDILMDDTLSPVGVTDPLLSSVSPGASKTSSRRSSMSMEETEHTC
# FBW7 activator: activators of human E3 ligase FBW7 | 650,000 compounds, 0.13% hits | normalized activity (activation), % at 26.1 µM | AlphaScreen FBW7–phospho-cyclin E peptide binding, activator screen | Q969H0; in the data active means normalized activity above about 1.9%;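 further: purified mutant Fbw7 with reduced substrate affinity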
# TEAD-YAP block: TEAD-YAP interaction inhibition; HEK-TIYL cells, TEAD-Gal4/YAP UAS-luciferase luminescence; inhibition, % at 9.12 µM; 640,000 compounds, 1.4% hits; AID 1259422; in the data active means inhibition above about 32%;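 further: 0% = median of test compound wells and 100% = reference inhibitor wells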
# GPR151 activ: human GPR151 activation; PathHunter beta-arrestin GPR151 cells, luminescence; activation, % at 11.2 µM; 650,000 compounds, 1% hits; in the data active means activation above about 4.9%;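 further: 0% = median of compound wells and 100% = cells with positive control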
# Target sequence (Q8TDV0 whole entry, looked up): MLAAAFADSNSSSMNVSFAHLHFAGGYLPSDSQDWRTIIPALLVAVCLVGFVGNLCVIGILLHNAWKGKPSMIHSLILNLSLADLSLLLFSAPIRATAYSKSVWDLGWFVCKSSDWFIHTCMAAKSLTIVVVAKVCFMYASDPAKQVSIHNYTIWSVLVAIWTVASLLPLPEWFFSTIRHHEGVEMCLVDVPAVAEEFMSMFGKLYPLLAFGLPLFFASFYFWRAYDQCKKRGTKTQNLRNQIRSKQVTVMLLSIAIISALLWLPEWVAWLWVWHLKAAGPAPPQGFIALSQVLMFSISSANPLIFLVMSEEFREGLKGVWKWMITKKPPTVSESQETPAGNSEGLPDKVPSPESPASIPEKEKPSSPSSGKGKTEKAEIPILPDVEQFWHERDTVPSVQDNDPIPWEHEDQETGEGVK
# Starred values were filed as active, the others as inactive; · = no result given.
SMILES,MITF primary,FBW7 activator,TEAD-YAP block,GPR151 activ
COc1ccc(S(=O)(=O)NC(CC(=O)NCc2ccc3c(c2)OCO3)c2ccco2)cc1 (centres undefined),-3,-0.1,-1,-1.8
O=C(O)CC(NS(=O)(=O)c1ccc(Br)cc1)c1cccc([N+](=O)[O-])c1 (centres undefined),9,-0.1,4,0.4
Cc1ccccc1N(CC(=O)NC1CCCCC1)C(=O)c1ccco1,24,0.1,-7,-2.0
COc1cccc(NC(=O)COc2ccc(C(=S)N3CCN(C)CC3)cc2OC)c1,-1,-0.1,21,-0.3
c1cncc(-c2nc(NC3CCCCC3)c3ccccc3n2)c1,4,0.2,13,-0.7
CCC1Oc2ccc(C)cc2N(CC(=O)NC2CCCC2)C1=O (centres undefined),4,-0.2,3,-0.7
Cn1nnnc1SCC(=O)Nc1ccccc1C(N)=O,4,1.4,14,-0.7
Cc1ccc(N2CC(C(=O)Nc3ccccc3I)CC2=O)cc1 (centres undefined),-1,0.1,14,1.0
CC(C)CCC1(C)NC(=O)N(CC(=O)Nc2ccc3c(c2)OCCO3)C1=O (centres undefined),4,-0.1,1,0.3
COc1ccc([C@@H]2CCN(C(=O)c3cc(F)cc(F)c3)C[C@H]2O)cc1,-8,0.1,-9,-0.5
O=C(Nc1ccc(Cl)cc1)N[C@H]1C[C@H]2C(=O)N[C@@H](Cc3ccccc3)C(=O)N2C1,26,0.3,-1,1.4
O=C(Nc1cccc(F)c1)c1cc2c(=O)oc3ccccc3c2s1,-1,0.1,-7,-0.4
O=C(CCC1CCCC1)Nc1ccc(Cl)cn1,8,0.2,-19,0.3
CC(C)CO/N=C1\C[C@@H](O)[C@@H](O)[C@@H]2[C@@H]3C(=O)N(c4ccc(F)cc4F)C(=O)[C@@H]3CC[C@@H]12,4,0.5,·,-0.4
Cc1cccc(N(CC(=O)N2CCC(C)CC2)S(C)(=O)=O)c1,9,0.1,3,-0.3
CCOC(=O)Nc1ccc2c(CN3C(=O)NC(C)(c4ccc(C)cc4)C3=O)cc(=O)oc2c1 (centres undefined),13,0.0,-5,-1.3
Cc1ccc2[nH]c(=O)c(CN(Cc3ccco3)C(=O)N3CCCC3)cc2c1,24,0.0,-1,1.6
CSc1ccc(CCNC(=O)Cc2ccc(NC(=O)C3=C(C)OCCS3)cc2)cc1,-5,-0.3,-21,-0.9
COC(=O)c1cnccc1Nc1nc(-c2cc(Br)ccc2F)nc2nccnc12,18,0.0,4,1.3
CCOC(=O)c1ccc(NC(=O)N2CC(C)OC(C)C2)cc1 (centres undefined),-7,-0.2,1,-0.7
Cc1ccc(S(=O)(=O)c2cccc(S(=O)(=O)N3CCCCC3)c2)cc1S(=O)(=O)N1CCCCC1,-6,0.2,-7,1.7
Cc1ccc(CN2CCc3c(nc(N4CCCCC4C)[nH]c3=O)C2)o1 (centres undefined),19,0.6,9,-0.4
C=CCC(O)(CC=C)CNC(=O)c1ccc(OC)c(OC2CCN(C(C)=O)CC2)c1,-3,0.0,11,0.9
COc1ccc(-c2ccccc2NC(=O)C2CCCN(C(C)C)C2)cc1 (centres undefined),7,0.1,-3,-0.2
Cc1ccccc1CC(=O)Nc1cnc2cnc(-c3ccc(N)cc3)cn12,-14,0.0,9,0.5
O=C(Nc1ccc(N2CCC(N3CCN(CCO)CC3)CC2)cc1)c1cccc(Cl)c1,-4,-0.1,-1,0.4
CCCC(=O)O/N=C(\c1ccccc1)c1ccncc1,-1,0.2,-18,2.5
CCc1ccc(NC(=O)CSc2nc(C)c(C(=O)Nc3ccccc3)c(-c3ccc(OC)c(OC)c3)c2C#N)cc1,-1,-0.1,-7,0.4
COc1ccc(S(=O)(=O)NC(C)C(=O)Nc2ccccc2Sc2ccccc2)cc1 (centres undefined),3,0.0,1,0.3
Cc1nn(C)c(C)c1-c1nc2ncnc(Nc3ccccc3)c2[nH]1,-3,-0.1,-18,0.6
C/C=C(\C)c1nnc(NC(=O)Cc2ccccc2)s1,-8,-0.1,3,0.2
O=C(Nc1ccc(Cl)cc1)c1ccc(F)c(S(=O)(=O)N2CCOCC2)c1,9,0.0,18,1.7
CC(C)n1cnc2c(NCc3cccnc3)nc(-c3ccccc3)nc21,-2,0.1,19,-1.2
Cc1ccccc1NC(=O)c1cccc(NC(=O)CCC(=O)OCC(=O)c2ccc([N+](=O)[O-])cc2)c1,-13,-0.4,5,0.7
COc1cccc(C(=O)c2sc3c(c2N)c(=O)[nH]c(=O)n3C2CCCCC2)c1,-17,1.0,-7,1.3
CCN1CCc2c(sc(NC(=O)c3ccc(S(=O)(=O)N4CCOCC4)cc3)c2C(=O)OC)C1,-4,-0.1,-1,0.5
COc1ccc(C2CC(=O)c3cnc(NC(=O)COc4ccccc4)nc3C2)cc1 (centres undefined),3,0.2,-2,1.3
COc1ccc2nc(NC(=O)Cc3nn(C)c(=O)c4ccccc34)sc2c1,-3,0.1,-6,-0.1
COc1cccc(-c2nc(-c3ccc(NC(=O)Cc4ccccc4OC)cc3)no2)c1,-8,-0.1,1,-0.1
O=C(CN1Cc2ccccc2OC(c2ccccc2)C1)NCc1cccs1 (centres undefined),-12,0.1,-3,-0.7
COC(=O)c1ccc(NC(=O)CSc2nnc(-c3ccccc3F)n2C)cc1,0,0.2,14,-0.8
C=CCNC(=S)NNC(=O)CSc1nc2ccccc2[nH]1,1,0.1,-3,1.2
COc1ccc(OCC(=O)Nc2ncc(Cc3ccccc3)s2)cc1,3,-0.1,-1,0.4
O=C(NCc1ccc2c(c1)OCO2)c1csc2c1CCCC2,5,0.0,3,0.0
C/C(=N\NC(=O)c1ccc([N+](=O)[O-])cc1)c1cccc([N+](=O)[O-])c1,21,0.8,-3,-0.7
CCSc1sc(CC)cc1C1C(C#N)=C(N)N(c2c(F)cccc2F)C2=C1C(=O)CCC2 (centres undefined),0,0.6,-6,-2.5
COc1cc2sc(=NC(=O)c3ccc(S(=O)(=O)N(C)C)cc3)n(C)c2cc1OC,-11,0.1,-18,0.4
N#Cc1ccccc1CSc1nnc(-c2ccncc2)o1,-6,-1.0,-38,-0.2
Cc1csc(-c2cc3ccc(OC(=O)C(C)(C)C)cc3oc2=O)n1,0,0.0,-5,0.2
O=C(CCCn1c(SCC(=O)c2ccc(F)cc2)nc2ccsc2c1=O)NCc1ccc2c(c1)OCO2,5,0.0,-1,-0.2
CC(=O)N[C@@H]1c2ccccc2C2(CCN(C(=O)C3=CCCC3)CC2)[C@H]1OCc1ccccn1,-4,0.1,-27,1.6
COc1ccc(CC(=O)NC2CCCC2)cc1,5,-0.2,-19,0.4
CNC(=S)N/N=C1/C(=O)c2cccc3cccc1c23,22,0.0,-7,0.0
Cc1ccc(C)c(CSc2nc3ccsc3c(=O)n2NC(=O)c2cccc(Br)c2)c1,11,0.2,1,0.4
Nc1ccc2nc(-c3ccc(O)cc3)sc2c1,11,-0.1,76*,-10
C=CCN1C(=O)CN=C1Nc1cc(C)ccc1C,4,0.1,-9,0.7
Cc1ccc(NC(=O)CN2CCc3ccccc3C2)cc1,-13,0.1,11,-0.3
COc1ccc(N2CCN(Cc3ccc(C(F)(F)F)cc3)C2=O)cc1,-2,0.3,3,0.6
NC(=O)c1ccc(Oc2ccc3ccncc3c2)c([N+](=O)[O-])c1,13,0.9,8,-1.5
C/C(=N\NC(N)=S)c1nc2ccccc2[nH]1,24,-0.4,3,-0.8

# Additional structures
SMILES,MITF primary,FBW7 activator,TEAD-YAP block,GPR151 activ
Cc1cc2c([nH]c3ccccc32)c(N2CCOCC2)c1C,0,-0.1,-14,-0.4
O=C1N(C2CCCCC2)C(c2ccccc2)=NC1(O)C(F)(F)F (centres undefined),38,0.8,0,2.0
CC(C)N(CCNc1nc(Nc2ccc(N3CCOCC3)cc2)nc2c1ncn2C(C)C)C(C)C,-9,0.0,30,-2.7
O=C1CC(C(=O)N2CCC3(CC2)CC3C(=O)NCc2ccccc2)C2(CCCCC2)O1 (centres undefined),8,0.1,2,-0.7
CCCCC(CC)CNC(=O)C(=O)NCc1ccc2c(c1)OCO2 (centres undefined),2,0.1,-4,-0.4
O=C(O)COc1ccccc1/C=N/NC(=O)c1ccc([N+](=O)[O-])cc1,7,-0.1,0,4.4
COc1ccccc1C1C(C#N)=C(N)Oc2n[nH]c(C(F)(F)F)c21 (centres undefined),15,0.1,3,0.1
CC(=O)c1cccc(NC(=O)Nc2ccccc2-c2ccccc2)c1,17,0.6,10,-2.4
Cc1ccc(NC(=O)C2C3NC(=S)N(c4ccccc4)C2(C)Oc2ccc(Cl)cc23)c(C)c1 (centres undefined),34,-0.2,9,0.8
CCOC(=O)C1=C(N)N(c2ccccc2)C2=C(C(=O)CC(C)(C)C2)C1c1cccnc1 (centres undefined),-1,-0.2,-11,-0.3
COc1ccc(NC(=O)C(c2cc3c(cc2[N+](=O)[O-])OCO3)N2CCC3(CC2)OCCO3)cc1 (centres undefined),6,-0.1,-35,-1.0
Cc1ccc2oc(-c3cc(NC(=O)c4ccc([N+](=O)[O-])o4)ccc3O)nc2c1,10,-0.1,11,0.1

# Among those listed so far, these have a Cl atom.
SMILES,MITF primary,FBW7 activator,TEAD-YAP block,GPR151 activ
O=C(Nc1ccc(Cl)cc1)N[C@H]1C[C@H]2C(=O)N[C@@H](Cc3ccccc3)C(=O)N2C1,26,0.3,-1,1.4
O=C(CCC1CCCC1)Nc1ccc(Cl)cn1,8,0.2,-19,0.3
O=C(Nc1ccc(N2CCC(N3CCN(CCO)CC3)CC2)cc1)c1cccc(Cl)c1,-4,-0.1,-1,0.4
O=C(Nc1ccc(Cl)cc1)c1ccc(F)c(S(=O)(=O)N2CCOCC2)c1,9,0.0,18,1.7
Cc1ccc(NC(=O)C2C3NC(=S)N(c4ccccc4)C2(C)Oc2ccc(Cl)cc23)c(C)c1 (centres undefined),34,-0.2,9,0.8

# Additional results
SMILES,MITF primary,FBW7 activator,TEAD-YAP block,GPR151 activ
Cn1c(SCCN2CCCC2)nnc1C1CCN(S(=O)(=O)c2ccccc2)CC1,0,0.1,5,3.8
COc1nc(NCCN(C(C)C)C(C)C)nc(-c2cccc(N)c2)n1,6,0.0,-4,1.8
N#CCCn1cc(C(=O)Nc2cccc(C(=O)O)c2)c(-c2ccc(Cl)cc2)n1,7,-0.1,11,2.6
O=C(Nc1cc(Cl)ccc1Cl)C1CCN(c2ncccn2)CC1,-11,-0.1,-1,-0.2
COC(=O)c1cc(S(=O)(=O)N2CCOCC2)c(Sc2ccccn2)cc1Sc1ccccn1,-2,0.0,0,-2.0
COc1ccc(NC(=O)CSc2nc3ccccc3s2)c(OC)c1,17,0.3,-27,-0.1
O=C(NC(NCCc1c[nH]c2ccccc12)(C(F)(F)F)C(F)(F)F)c1ccccc1,-3,0.0,4,-1.0
CC1CCN(C(=O)Cn2c(SCC(=O)NC3CC3)nc3ccccc32)CC1,24,-0.1,1,0.7
Cc1c(CN2CCOc3ccc(CN4CCC(O)(c5cccnc5)CC4)cc3C2)cnn1C,1,-0.1,-4,0.1
COc1cc(/C=N/NC(=O)c2ccco2)ccc1OCc1ccc([N+](=O)[O-])cc1,31,1.0,-71,-1.5
Cc1cc(N2CCOCC2)nc(SCC(=O)OCc2ccccc2)n1,-3,-0.1,-13,2.1
Cc1nc(NCCNC(=O)NC2CCCCC2)c2c(C)c(C)sc2n1,6,-0.1,11,0.7
COc1cc2nc(NC(=O)c3ccccc3SC)sc2cc1OC,13,0.0,-21,-1.5
O=C(N[C@H]1C[C@H]2C(=O)N[C@@H](Cc3ccc(Cl)cc3)C(=O)N2C1)c1ccc(F)c(C(F)(F)F)c1,-14,0.0,1,-0.7
NC(=O)COc1ccc(S(=O)(=O)N2CCCC2)cc1[N+](=O)[O-],5,0.1,8,-0.6
COc1ccccc1CNc1ccc2c(c1)ncn2C(C)(C)C,-13,0.1,-61,0.2
CNc1nc(Nc2cccc(C)c2)nc(N)c1[N+](=O)[O-],1,-0.1,-37,-5.4
Cc1ccc2c(ccc3nc(C)ccc32)n1,-2,0.1,-17,-0.1
CCCCCOC(=O)c1ccc(NC(=O)c2ccco2)cc1,-2,-0.1,-17,0.1
CC(C)Cc1cc(C(=O)NCC2Cc3cc(F)cc(-c4cncnc4)c3O2)n[nH]1 (centres undefined),7,-0.1,-9,0.1
COc1cccc(/C=N/NC(=O)C(=O)Nc2ccccn2)c1,-8,0.0,-22,-0.6
Nc1cccc(-c2nccc(Nc3ccc(Oc4ccccc4)cc3)n2)c1,10,0.0,0,-0.3
O=C(CSc1nnc2sc3ccccc3n12)Nc1cc(C(F)(F)F)ccc1Cl,-6,-0.1,1,0.3
O=S(=O)(N/N=C/c1cccs1)c1ccccc1,-1,0.0,-8,-0.9
CCOc1ccc(C2NC(=O)NC(C)=C2C(=O)OC)cc1 (centres undefined),0,-0.1,2,0.2
Cc1ccc(C(O)C#CC(O)(c2ccccc2)c2ccccc2)o1 (centres undefined),0,0.1,4,0.3
N#C/C(=C/c1ccccc1Cl)c1nc(-c2ccc(Cl)cc2)cs1,-3,0.0,0,-0.7
Cc1c(Cl)c(C(F)(F)F)nn1CC(=O)Nc1ccc(F)c(Cl)c1,-1,0.2,4,-0.6

# Gathered by group, those above with bromine (three)
SMILES,MITF primary,FBW7 activator,TEAD-YAP block,GPR151 activ
O=C(O)CC(NS(=O)(=O)c1ccc(Br)cc1)c1cccc([N+](=O)[O-])c1 (centres undefined),9,-0.1,4,0.4
COC(=O)c1cnccc1Nc1nc(-c2cc(Br)ccc2F)nc2nccnc12,18,0.0,4,1.3
Cc1ccc(C)c(CSc2nc3ccsc3c(=O)n2NC(=O)c2cccc(Br)c2)c1,11,0.2,1,0.4
